# HKDC1 inh: HKDC1 (human) hexokinase inhibition; Q2TB90; recombinant HKDC1, G6PDH/diaphorase resazurin coupled fluorescence; inhibition, % at 20 µM; hit rate 0.16% among 340,000; AID 493160;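 active = inhibition above about 35% when tested at 20 µM, limit read from the data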;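 also: plate controls were DMSO wells with enzyme for no effect and DMSO wells lacking enzyme for full effect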
# Target sequence (Q2TB90 whole entry, looked up): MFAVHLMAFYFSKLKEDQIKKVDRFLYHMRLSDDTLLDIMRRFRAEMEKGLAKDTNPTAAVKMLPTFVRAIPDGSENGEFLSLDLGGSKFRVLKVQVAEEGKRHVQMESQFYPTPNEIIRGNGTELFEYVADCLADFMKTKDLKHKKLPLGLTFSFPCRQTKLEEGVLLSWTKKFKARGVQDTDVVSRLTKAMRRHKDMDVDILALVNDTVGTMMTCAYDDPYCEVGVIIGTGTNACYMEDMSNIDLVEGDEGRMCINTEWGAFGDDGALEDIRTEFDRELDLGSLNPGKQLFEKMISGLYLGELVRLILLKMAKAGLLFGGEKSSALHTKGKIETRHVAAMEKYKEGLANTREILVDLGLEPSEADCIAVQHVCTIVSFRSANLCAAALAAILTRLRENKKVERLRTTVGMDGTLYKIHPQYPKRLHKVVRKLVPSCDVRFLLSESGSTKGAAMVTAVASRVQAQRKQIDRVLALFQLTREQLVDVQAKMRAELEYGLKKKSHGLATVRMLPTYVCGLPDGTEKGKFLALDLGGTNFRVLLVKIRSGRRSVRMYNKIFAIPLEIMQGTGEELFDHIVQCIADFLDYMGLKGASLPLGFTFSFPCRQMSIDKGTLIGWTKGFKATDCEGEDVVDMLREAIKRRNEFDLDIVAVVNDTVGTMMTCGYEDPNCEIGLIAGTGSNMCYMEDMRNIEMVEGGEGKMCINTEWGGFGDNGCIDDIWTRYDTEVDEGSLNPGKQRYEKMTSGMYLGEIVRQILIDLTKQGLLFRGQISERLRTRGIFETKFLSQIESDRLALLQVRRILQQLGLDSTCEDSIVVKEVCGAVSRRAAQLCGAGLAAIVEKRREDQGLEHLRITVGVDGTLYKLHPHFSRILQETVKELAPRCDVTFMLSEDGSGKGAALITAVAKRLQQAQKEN
#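 Test system: Recombinant HKDC1 (HK5) hexokinase enzyme, produced in-house | Input: HKDC1 at 5 µg/mL | Buffer or medium: Tris pH 8.0 buffer with MgCl2, Tween-20, BSA, BME | Schedule: 90 min reaction incubation at room temperature, dark | Technique: Resazurin-to-resorufin fluorescence via G6PDH and diaphorase coupling, 525/613 nm | Controls: DMSO wells with and without enzyme mix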
# Gli-Sufu block: blocks Gli-Sufu signaling in a luciferase reporter. Sufu-KO-LIGHT fibroblasts, Gli luciferase reporter luminescence. AID 588413. inhibition, % at 5 µM. hit rate 0.74% among 340,000;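 active = inhibition above about 55%, limit read from the data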;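 also: 0% = DMSO-treated cells and 100% = wells with medium but no cells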
# The depositor's hits bear a star. An excerpt. The share of hits here may be higher or lower than overall.
# Under each structure: HKDC1 inh | Gli-Sufu block
CC12CCC(C(N)C1=O)C2(C)C (configuration not stated)
    -4 | 4
Nc1ccc2c(c1)-c1ccc(F)cc1C2=O
    3 | -10
CCN1CCN(c2cc(C)c3cc(NC(=S)N4CC(C)CC(C)C4)ccc3n2)CC1 (configuration not stated)
    -4 | 9
Cc1ccc(S(=O)(=O)Nc2ccccc2N=Cc2ccc([N+](=O)[O-])cc2[N+](=O)[O-])cc1
    12 | -17
CCOC(=O)CC1=NN(c2ccccc2)C(=O)C1=c1sc(=C2SC(C)=C(C)N2CC)c(=O)n1CC
    -5 | 2
CCc1c(C)nc2cc(-c3cccs3)[nH]n2c1=O
    -2 | -19
CC(OC(=O)C1=Cc2ccccc2OC1)C(=O)NCC1CCCO1 (configuration not stated)
    10 | 16
COC1=CC(=O)C(C2CC(=O)c3c(O)cc(O)cc3O2)=CC1=O (configuration not stated)
    60* | -18
CN(CC(=O)Nc1ccccc1C(F)(F)F)C(=O)CSc1nc(N)cc(N)n1
    -6 | -5
C=CCN1C=CC(=O)[C@@H](OC(=O)Nc2ccc(Br)cc2)[C@H]1c1ccccc1Br
    -3 | -6
CCCN1CCN(CCCNC(=O)c2cc3c(=O)n(C)c4ccccc4c3n2C)CC1
    5 | 30
CN(C)c1ccc(Cc2ccc(N(C)C)cc2)cc1
    5 | -11
CC12CCC(O)CC1=CCC1C2CCC2(C)C1CCC21CCC(=O)O1 (configuration not stated)
    -4 | 6
O=C(Nc1ccn(CCCNCc2ccc3[nH]ccc3c2)c(=O)n1)OCc1ccccc1
    -3 | 10
CC(=O)C1CCC2C3CCC4=CC(=O)C=CC4(C)C3CCC12C (configuration not stated)
    8 | 12
CC(=O)C1CCC2C3CC(O)C4=CC(=O)CCC4(C)C3C(=O)CC12C (configuration not stated)
    -7 | 7
Clc1ccc(C2=NNC(=NCc3ccc4c(c3)OCO4)SC2)cc1
    -17 | 20
CC(C)(C)OC(=O)N1CCC2(CC1)Oc1ccc(Cl)cc1C(=O)C21CC(c2ccc(Cl)cc2)=NO1 (configuration not stated)
    -5 | 3
O=C1NC[C@H](Cc2ccccc2)N(CC2CCN(CCCCc3ccccc3)CC2)C1=O
    -6 | -6
O=C(Cn1cncc1-c1ccc([N+](=O)[O-])cc1)Nc1cccc2ccccc12
    8 | 15
Cn1c(SCc2ccccc2)nccc1=O
    8 | 7
Cn1c(=O)n(CCN2CCOCC2)c(=O)c2c1nc1n2CCN1c1ccc(Oc2ccccc2)cc1
    5 | 4
Cc1cc(O)ccc1NC(=O)Cc1cccc2ccccc12
    -5 | -23
CCN(C(=O)CSc1nc2ccccc2n1CC(C)C)c1c(N)n(Cc2ccccc2)c(=O)[nH]c1=O
    -4 | -11
O=C(O)c1cc(N=Nc2c(O)ccc3ccccc23)cc(C(=O)O)c1
    -4 | -3
COc1ccc2nc(-c3ccccc3)nc(SC)c2c1
    -2 | -30
Nc1c(Br)cc2c(c1Br)C(O)c1ccccc1-2 (configuration not stated)
    4 | 20
O=C(/C=C/c1ccc([N+](=O)[O-])cc1)Nc1cccc(C(=O)Nc2ccccc2C(=O)O)c1
    7 | 1
COc1ccc2c(c1)OC[C@H]1[C@H]2N2C(=O)CN(Cc3ccccc3)C(=O)[C@@]2(C)[C@H]1c1ccccc1
    5 | 26
Cc1c(NS(=O)(=O)c2cccc(C(=O)NCc3ccco3)c2)c(=O)n(-c2ccccc2)n1C
    1 | -1
CN(C)CCCN1c2ccccc2Sc2ccc3ccccc3c21
    21 | 19
COCCn1nnnc1C(C(C)C)N(Cc1ccccc1)Cc1cc2cc(OC)ccc2[nH]c1=O (configuration not stated)
    -1 | 2
CC(C)(C)OC(=O)N1CCC(C(=O)Nc2ccc(C(=O)NCc3ccccc3)cc2)CC1
    -1 | -6
COc1cccc(/C=N/Nc2ccc(S(=O)(=O)Nc3ccccc3C(=O)O)cc2[N+](=O)[O-])c1O
    7 | 6
COc1ccc(C)c2sc(N(CCCN(C)C)C(=O)c3ccc(S(=O)(=O)N4CCc5ccccc5C4)cc3)nc12
    -4 | 31
CC(C)(C)CC(C)(C)n1nnnc1N
    8 | -7
O=C1NC2c3c(I)sc(I)c3C(=O)C2O1 (configuration not stated)
    13 | 13
CC(C)CC(=O)NC(=S)Nc1cccc2nsnc12
    12 | -8
O=C1C=C(NCc2ccccc2)c2ccccc2C1=O
    80* | 15
CCN(C(=O)COC(=O)c1c(NC(C)=O)sc(C)c1C)c1c(N)n(Cc2ccccc2)c(=O)[nH]c1=O
    -2 | 6
O=C(/C=C/c1cccc([N+](=O)[O-])c1)c1ccc([N+](=O)[O-])o1
    55* | -8
CC1(C)c2ccccc2C(=O)c2ccccc21
    -2 | 1
CCOC(=O)C(C(C)=O)c1nc(C)nc2c1nnn2Cc1ccccc1Cl (configuration not stated)
    1 | 8
N#Cc1c(NC(=O)c2ccccc2Cl)n(Cc2ccccc2)c2nc3ccccc3nc12
    8 | 5
Cn1c(N)c(N=Cc2ccccc2)c(=O)n(C)c1=O
    -6 | 8

# Arranged by molar mass (rising): seven of the compounds above
# Under each structure: HKDC1 inh | Gli-Sufu block
CC(C)(C)CC(C)(C)n1nnnc1N
    8 | -7
Cn1c(N)c(N=Cc2ccccc2)c(=O)n(C)c1=O
    -6 | 8
O=C1C=C(NCc2ccccc2)c2ccccc2C1=O
    80* | 15
N#Cc1c(NC(=O)c2ccccc2Cl)n(Cc2ccccc2)c2nc3ccccc3nc12
    8 | 5
COCCn1nnnc1C(C(C)C)N(Cc1ccccc1)Cc1cc2cc(OC)ccc2[nH]c1=O (configuration not stated)
    -1 | 2
CCN(C(=O)COC(=O)c1c(NC(C)=O)sc(C)c1C)c1c(N)n(Cc2ccccc2)c(=O)[nH]c1=O
    -2 | 6
COc1ccc(C)c2sc(N(CCCN(C)C)C(=O)c3ccc(S(=O)(=O)N4CCc5ccccc5C4)cc3)nc12
    -4 | 31

# Other entries:
# Under each structure: HKDC1 inh | Gli-Sufu block
Oc1ccccc1-c1nc2c3ccccc3c3ccccc3c2[nH]1
    17 | 9
C=CCN1C(=O)/C(=C/c2ccc(OC(C)=O)c(OCC)c2[N+](=O)[O-])SC1=S
    12 | 11
CN(C(=O)c1ccc(NC(=O)Cc2cccc(NC(=O)C3CCCN(C(=O)C4CCCC4)C3)c2)cc1)C1CC1 (configuration not stated)
    -5 | -7
COCCn1c(-c2ccc(C)cc2)nc2c(c(=O)c3ccccc3n2C)c1=O
    17 | 3
CC(C)(C)c1nnc(NS(=O)(=O)c2ccc(F)cc2)s1
    -6 | -4
CCOc1ccc(OCCC(=O)OCC(=O)N(CC)c2c(N)n(Cc3ccccc3)c(=O)[nH]c2=O)cc1
    -3 | 6
O=C(NN=Cc1ccccc1C(=O)O)C(=O)NN=Cc1ccccc1C(=O)O
    2 | 11
Nc1ccc2c(c1)C(=O)c1ccc(Br)cc1-2
    -2 | -14
Nc1nc2cc(Br)ccc2o1
    -3 | 12
O=C1NC[C@H](Cc2ccccc2)N(CC2CCN(CCCC3CCCC3)CC2)C1=O
    0 | 1
CCOc1ccc(NC(=O)CN(C)C(=O)C(C)Oc2ccc(Cl)cc2)cc1OCC (configuration not stated)
    1 | 3
c1ccc(-c2ncnc3ccccc23)cc1
    -4 | -2
Cc1ccc(S(=O)(=O)c2nc(-c3ccco3)oc2NCC2CCCO2)cc1 (configuration not stated)
    -7 | -6
CN(C(=O)c1ccc(NC(=O)Cc2ccc(NC(=O)C3CCCN(C(=O)C4CCCC4)C3)cc2)cc1)C1CCCC1 (configuration not stated)
    -2 | 3
CCC1(C(N)=O)CC2C=CC1C2 (configuration not stated)
    -2 | 1
O=[N+]([O-])c1ccc(O)c(/C=N/Nc2ccccc2[N+](=O)[O-])c1
    0 | 18
CCOc1cc(CNCCc2ccc(S(N)(=O)=O)cc2)ccc1OCc1ccccc1
    -7 | 46
Cc1csc(/N=C/c2ccc([N+](=O)[O-])cc2)n1
    16 | -6
CCn1cc(C=C2C(=O)c3ccccc3C2=O)c2ccccc21
    11 | 3
O=C(COc1ccc(Cl)cc1)OCc1ccc(Cl)cc1
    2 | 10
CC(Sc1nnc(CN2CCCC2)n1Cc1ccccc1)C(=O)Nc1ccc(F)c(F)c1F (configuration not stated)
    2 | 12
CCOC(=O)Nc1ccc2c(CN3C(=O)NC4(CCCC4)C3=O)cc(=O)oc2c1
    -4 | 30
CN(C(=O)c1cccc(NC(=O)Cc2cccc(NC(=O)C3CCCN(C(=O)C4CCCCC4)C3)c2)c1)C1CCC1 (configuration not stated)
    -1 | 4
Cc1ccc(N/C(C(Cl)=C(Cl)Cl)=C(/Cl)[N+](=O)[O-])c(C)c1
    11 | -18
CNc1ncnc(Sc2nc(N)nc3nc[nH]c23)c1[N+](=O)[O-]
    5 | -18
CCOc1ccc(NC(=O)CN(C)C(=O)C2CC(=O)N(c3cccc(SC)c3)C2)cc1OCC (configuration not stated)
    -3 | -4
CC(O)(P(=O)(O)O)P(=O)(O)O
    -10 | -6
CCOC(=O)c1c(NC(=O)c2cc(-c3ccc(Cl)s3)nc3ccccc23)sc(C(N)=O)c1C
    -4 | 1
CCOC(=O)c1ccc(N(CC2CO2)S(=O)(=O)c2ccc(C)cc2)cc1 (configuration not stated)
    -3 | 0
COc1ccccc1C1C2=C(N=c3s/c(=C/c4cccc(OCC(=O)O)c4)c(=O)n31)c1ccccc1CC2 (configuration not stated)
    11 | 10

# Full records from above. Screens in order: HKDC1 inh, Gli-Sufu block
# `CC(C)(C)c1nnc(NS(=O)(=O)c2ccc(F)cc2)s1` across the screens: -6, -4
# `Cc1c(NS(=O)(=O)c2cccc(C(=O)NCc3ccco3)c2)c(=O)n(-c2ccccc2)n1C` across the screens: 1, -1
# `CC1(C)c2ccccc2C(=O)c2ccccc21` across the screens: -2, 1
# `Cc1cc(O)ccc1NC(=O)Cc1cccc2ccccc12` across the screens: -5, -23

# Carrying on:
# Under each structure: HKDC1 inh | Gli-Sufu block
O=S1(=O)c2c(F)cccc2OC(COc2ccccc2)CN1CCc1ccc(F)cc1 (configuration not stated)
    -4 | -1
O=c1c2ccccc2nc(/C=C/c2ccc3c(c2)OCO3)n1CCCO
    1 | -5
CCOC(=O)C(=O)c1c(C)cc2ccccn12
    -9 | -8
Cc1ccc(S(=O)(=O)NNc2ccccc2)c(C)c1
    -12 | -8
CCSc1nc2nccnc2c(=O)[nH]1
    -3 | 3
Brc1ccc(C2Nc3cccc4cccc(c34)N2)cc1
    8 | 25
C[C@H](O)[C@@H]1C(=O)N2CCc3ccc(N4CCN(C)CC4)cc3[C@@H]2C[C@@H]1N(C)C(=O)c1ccc(C#N)cc1
    -5 | 2
Cn1c(=O)c2nc(SCCO)n(C)c2n(C)c1=O
    -10 | 2
CCOC(=O)N1C(=O)NC(=O)C1c1ccccc1 (configuration not stated)
    -6 | 26
CC(=O)Nc1cccc(Oc2ncnc3scc(-c4ccc(C(C)C)cc4)c23)c1
    5 | 1
O=C1c2ccccc2C(Nc2ccccc2)N1c1ccc(Cl)cn1 (configuration not stated)
    0 | -1
CN1CCN(C2=C(Cl)C(=O)c3ccccc3C2=O)CC1
    44* | 17
C=CCc1cccc2cc(C(=O)Nc3ccccc3C(=O)O)c(=O)oc12
    11 | -16
COc1cc(NC(=O)SC2=NCCS2)cc(OC)c1
    1 | 16
COc1ccc(CCNC(=O)C2CCN(Cc3nc(-c4ccc(Cl)cc4)oc3C)CC2)cc1OC
    0 | -21
CC(=NNC(=O)c1ccncc1)c1ccc(O)cc1O
    -40 | -14
Cc1ccc(C2=NN(S(=O)(=O)c3ccccc3)C(c3ccccc3O)C2)cc1 (configuration not stated)
    -8 | -8
CC(=O)N/N=C/c1cc(C(C)(C)C)cc(/C=N/NC(C)=O)c1O
    -24 | 0
CCCNc1ncnc2c1cnn2C1CCCCO1 (configuration not stated)
    -6 | 2
Cc1cc2c(cc1C)C(=O)C(Br)=C(N)C2=O
    9 | -9
Nc1ncnc2[nH]c(=S)[nH]c12
    -10 | 0
COc1ccc2c(c1)OCC(O)(c1ccccc1)C2=O (configuration not stated)
    -5 | -5
O[C@@H]1Cc2ccccc2O[C@H]1c1ccccc1
    -6 | 4
COc1ccc(OC)c(NC(=O)CSc2nc3[nH]c(=O)[nH]c(=O)c3s2)c1
    0 | -6
C[n+]1ccccc1/C=C/c1ccc(C#N)cc1
    -2 | -3
CCN(CC)CCNC(=O)c1c(O)c2cccc3c2n(c1=O)CCC3
    6 | 7
COc1ccc(C2=NN(c3nc(-c4ccccc4)c(CC(=O)O)s3)C(c3ccco3)C2)cc1 (configuration not stated)
    13 | 22
COc1ccc(CN=C2NC(=O)CC(C(=O)Nc3ccc(F)cc3)S2)cc1 (configuration not stated)
    -9 | 1
CCN(C(=O)COC(=O)/C=C/c1nc2ccccc2s1)c1c(N)n(Cc2ccccc2)c(=O)[nH]c1=O
    0 | -3
O=C(CN(Cc1cccs1)C(=O)CNS(=O)(=O)c1ccccc1)NCc1ccco1
    3 | -5
C=C(C)CNC(=S)Nc1cccc(N)n1
    -6 | 2
O=C1CSC(=S)N1/N=C/c1ccc(O)c([N+](=O)[O-])c1
    16 | -5
CCOC(=O)N1CCC(NC(=O)CCc2c(C)nc3c(c(C)nn3-c3ccccc3)c2C)CC1
    -4 | -3
CCC(=O)Nc1nonc1-c1nc2ccccc2n1Cc1ccc(Cl)c(Cl)c1
    -3 | 13
Cc1c(Cl)cccc1NC(=S)C(=C([O-])c1ccc(Cl)s1)[n+]1ccccc1
    -3 | -4
c1ccc(CN(CCN2CCOCC2)Cc2ccccc2)cc1
    -4 | 10
COc1ccc(Cl)cc1C=CC=Nc1ccccc1O
    22 | -18
N#CCCN(Cc1cccnc1)C(=S)Nc1ccccc1Cl
    0 | 39
COC(CN(C(=O)CCl)C(C(=O)NC1CCCCC1)c1ccc(C)cc1)OC (configuration not stated)
    -8 | 2
